West Nile antiviral = West Nile virus antiviral activity, cell-based, CPE readout (AID 1621). 290,000 tested, 0.02% active. one-dose CPE inhibition, % at 10 µM; IC50 in µM for titrated hits. West Nile virus-infected cells, CPE inhibition; higher % means a stronger effect; in the data active = a potency from the dose series; inconclusive = CPE inhibition mostly from about 3.7% at the one dose, without a potency; inactive = the rest, 99 in 100 with CPE inhibition below about 2.2%; also: strong numbers were not always called active
K1F lysis inhibition = protection from phage-mediated lysis, alamar blue read-out – E. coli UTI89, K1F phage, bacterial capsule biogenesis inhibitors (AID 488966); E. coli UTI89 K1F phage lysis, alamar blue, 2 h; higher % means a stronger effect; inhibition, % at 100 µM; hits with a dose series show IC50 in µM; 340,000 tested, 0.02% active;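 active = phage lysis inhibition, versus mean bacterial control, above a set limit; inconclusive = no clear call, values can overlap the other calls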;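 also: capsule biogenesis inhibitors block K1F phage lysis so surviving cells raise fluorescence; higher fluorescence means more inhibition of phage lysis; actives were called in the ten point dose series up to 300 µM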
AID2073 = disruptors of CaV2.2 binding to Mint1 – biochemical, HTRF (AID 2073). HTRF protein-protein interaction, Mint1-CaV2.2; higher % means a stronger effect. 290,000 tested, 0.19% active. one-dose inhibition, % at 20 µM; IC50 in µM for titrated hits; in the data active = inhibition mostly above about 51%, no sharp cut-off; inconclusive = no clear call, values can overlap the other calls; inactive = mostly below about 53%; also: some results filed as inactive read as strong as hits
NTR1 agonist = NTR1-driven beta-arrestin-GFP spot formation – imaging, U2OS cells, high content, primary screen (AID 493036); P30989; agonist mode; activation, % at 20 µM; 330,000 tested, 0.17% active;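 active = activation at or above 40% of the spot to cytoplasm intensity ratio, with at least 20 cells analyzed; inconclusive = wells under 20 cells, flagged as cytotoxic or low count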;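 also: 0% = DMSO without peptide and 100% = 100 nM NTR1 peptide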
Target sequence (P30989 whole entry, looked up): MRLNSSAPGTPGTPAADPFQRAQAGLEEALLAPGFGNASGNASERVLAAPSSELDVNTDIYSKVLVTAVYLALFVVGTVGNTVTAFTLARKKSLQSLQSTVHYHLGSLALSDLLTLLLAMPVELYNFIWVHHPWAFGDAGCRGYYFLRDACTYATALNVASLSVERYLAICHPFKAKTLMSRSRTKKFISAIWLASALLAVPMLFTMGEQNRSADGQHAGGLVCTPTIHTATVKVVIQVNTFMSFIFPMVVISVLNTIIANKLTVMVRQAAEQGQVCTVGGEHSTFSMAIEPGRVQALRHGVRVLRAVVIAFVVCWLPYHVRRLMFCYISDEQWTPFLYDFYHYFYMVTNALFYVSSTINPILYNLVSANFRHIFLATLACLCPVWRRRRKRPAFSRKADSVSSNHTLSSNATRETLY
SV40 large T antigen = TAg ATPase/helicase activity blockers – biochemical (AID 1903); SV40 large T antigen ATPase/helicase inhibition assay; higher % means a stronger effect; one-dose inhibition, % at 20 µM; IC50 in µM for titrated hits; 310,000 tested, 0.39% active; in the data active = a potency from the dose series; inconclusive = inhibition mostly from about 32% at the one dose, without a potency; inactive = the rest, 99 in 100 with inhibition below about 32%; also: strong numbers were not always called active
RSV CPE inhibition = RSV antiviral activity via CPE protection, HEp-2 cells, primary 10 µM value included (AID 2391); 310,000 tested, 0.13% active; HEp-2 cells, RSV-induced CPE inhibition; higher % means a stronger effect; CPE inhibition, % at 10 µM, or IC50 in µM where a hit was titrated; in the data active = a potency from the dose series; inconclusive = CPE inhibition mostly from about 23% at the one dose, without a potency; inactive = the rest, 99 in 100 with CPE inhibition below about 21%; also: strong numbers were not always called active
Siah-1 displacement = blockers of Siah-1 interaction with plectin peptide – biochemical, fluorescence polarization, rhodamine-plectin, uHTS, primary screen (AID 1817); Siah-1 / rhodamine-plectin peptide fluorescence polarization; higher % means a stronger effect; one-dose displacement, % at 20 µM; IC50 in µM for titrated hits; 290,000 tested, 0.02% active;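 active = displacement of at least 50% at 20 µM, with a fluorescence ratio check between 0.3 and a set limit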;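 also: plate controls were Siah plus tracer with DMSO for no effect and tracer alone without Siah for full effect; strong numbers were not always called active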
NS5 inhibitors = Dengue-2 NS5 methyltransferase inhibitors, primary screen, biochemical, confirmation dose response (AID 588689); Dengue-2 NS5 methyltransferase capping enzyme assay, biochemical; higher % means a stronger effect; one-dose inhibition, % at 25 µM; IC50 in µM for titrated hits; 340,000 tested, 0.3% active; in the data active = a potency from the dose series; inconclusive = inhibition above about 29% without an active follow-up result
Rac1 GTP hydrolysis = MgcRacGAP GTPase-activating activity inhibitors, confirmation, biochemical, ADP Hunter fluorescence. 340,000 tested, 0.6% active. MgcRacGAP-stimulated Rac1 GTP hydrolysis, ADP Hunter fluorescence; higher % means a stronger effect; GST-tagged Rac1 F28L mutant substrate. one-dose inhibition, % at 30 µM; IC50 in µM for titrated hits. AID 624330;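 active = first-screen hits whose inhibition reached a set limit at any dose in the follow-up dose series; inconclusive = inhibition above the set first-screen limit but never retested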;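 also: fluorescence reports GDP produced by GAP-driven GTP hydrolysis; strong numbers were not always called active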
NTR1 agonist cell count 20 µM = second read-out of NTR1 agonist, no call of its own (marks repeat the call); cell count; measured here: cell count, cytotoxicity flag
NS5 inhibitors pilot replicate = second read-out of NS5 inhibitors, no call of its own (marks repeat the call); inhibition, %; measured here: pilot screen replicate inhibition
* marks the source's active call; other numbers are inactive results; i = inactive; ? = inconclusive; nt = not tested or not shown; [ ] = dose if it differs, or a comment.

SMILES | West Nile antiviral | K1F lysis inhibition | AID2073 | NTR1 agonist | NTR1 agonist cell count 20 µM | SV40 large T antigen | RSV CPE inhibition | Siah-1 displacement | NS5 inhibitors | Rac1 GTP hydrolysis | others
CC(C)OCCCNC(=O)CCCC(=O)Nc1ccc(OCCc2ccccc2)cc1 | 0.4% | 0.1% | 10% | 1.4 | 58 | 0% | 0.1% | -1% | -6% | 0%
CCCn1c(SCC(=O)c2c(N)n(C3CC3)c(=O)[nH]c2=O)nc2cc(S(N)(=O)=O)ccc21 | nt | 0.6%[50 µM] | nt | 1.8 | 56 | nt | 2.0% | nt | -5% | 0%
CC(=O)Nc1ccc(S(=O)(=O)NCCSCc2c(Cl)cccc2Cl)cc1 | -0.9% | -4.8% | -4% | 0.5 | 89 | -4% | -0.1% | 0% | 54% | 5%
COc1ccc(NC(=S)N2CCC(c3nc4ccccc4[nH]3)CC2)c(OC)c1 | -0.7% | 4.8% | -10% | -0.8 | 64 | 5% | 0.4% | -8% | 3% | 8%
COCCNC(=O)CCCn1c(=O)c2cc(OC)c(OC)cc2n(CC(=O)Nc2ccc(C)c(F)c2)c1=O | -0.7% | 0.1% | 9% | -0.3 | 53 | 11% | 0.4% | 3% | -4% | 14%
CCOC(=O)C(=CNNc1ccccc1)C(=O)OCC | 0.4% | 4.5% | 6% | -1.3 | 79 | 8% | 2.3% | -4% | -5% | 5%
CC/C(=N\NC(=O)c1cc(C2CC2)[nH]n1)c1ccccc1 | -0.6% | 0.2% | 6% | -0.6 | 59 | 8% | 2.5% | 2% | 6% | -4%
O=C(COc1coc(CN2CCN(c3ccccc3)CC2)cc1=O)Nc1ccccc1F | nt | -0.4%[50 µM] | nt | -1.3 | 69 | 9% | 1.2% | nt | -10% | -1%
O=C(c1ccc([N+](=O)[O-])o1)N1CCCCCC1 | nt | -0.5%[50 µM] | nt | 0.6 | 52 | nt | nt | nt | 4% | 0%
CC(=O)Nc1ccc(S(=O)(=O)N2CCC(N3CCCC3)CC2)cc1 | -0.3% | -0.2% | -4% | 1.6 | 45 | 1% | 0.3% | 2% | -8% | 18%
CCC(C)N(C(=O)COC(=O)CNC(=O)c1sc2ccccc2c1Cl)C1CCS(=O)(=O)C1 (stereo unspecified) | -0.3% | 0.0% | 12% | 0.1 | 53 | -7% | 0.5% | 2% | -4% | 7%
CC(C)CCN(C)c1ccc(/C=N/n2cnnc2)cc1 | 0.2% | 0.7% | 3% | 5.0 | 38 | 7% | -0.7% | 0% | 3% | 17%
Cc1ccc(S(=O)(=O)c2c(C)c(C)c(C)[nH]c2=O)cc1 | -0.7% | 0.4% | -3% | -1.0 | 102 | 10% | 1.8% | 1% | -3% | 2%
O=C(CNC(=O)c1ccc(Br)cc1)N/N=C/c1cccnc1 | 0.6% | -0.1% | 14% | 0.5 | 52 | 7% | -0.6% | -11% | 1% | 6%
C=C1CCN([C@@H](Cc2ccccc2)C(=O)NC2CCN(Cc3ccccc3)CC2)S(=O)(=O)c2ccccc21 | -0.1% | 0.3% | nt | -5.7 | 90 | -9% | -1.6% | nt | 0% | 11%
Cc1ccc(OCC(O)CNC2CCCC2)cc1C (stereo unspecified) | -0.5% | 0.7% | 9% | -0.7 | 64 | 6% | -0.8% | -7% | 2% | 13%
O=C(NCc1ccc2c(c1)OCO2)C(=O)NCC1OCCCN1S(=O)(=O)c1ccc(F)cc1 (stereo unspecified) | -1.3% | -0.2% | 8% | 1.7 | 74 | 27% | 1.4% | 0% | -2% | 3%
CCNC(=O)NC(=O)C(C)Sc1ncc(C(F)(F)F)cc1Cl (stereo unspecified) | -0.5% | 1.5% | 4% | 2.3 | 45 | 2% | 0.5% | 18% | 4% | 1%
Cc1ccc(NC(=O)CCNS(=O)(=O)c2ccc3[nH]c(=O)oc3c2)cc1C | 0.1% | 0.3% | 12% | -0.3 | 59 | 10% | -0.8% | -4% | 10% | 6%
CC(/C=C(\NC(=O)c1ccccc1)C(=O)N=Nc1c(O)[nH]c2ccc(C)cc12)=C\c1ccccc1 | -0.5% | 0.2% | 11% | 0.3 | 56 | 3% | 1.8% | 1% | -2% | 5%
Cc1ccc(-c2n[nH]c3c2C(c2ccccc2)N(c2ccc(C(=O)O)cc2)C3=O)cc1 (stereo unspecified) | 0.5% | 0.1% | 26% | 1.7 | 52 | 24% | 1.8% | 5% | 4% | 17%
O=C(NCCC(=O)N1CCN(c2ncccn2)CC1)c1ccccc1 | -0.3% | 0.3% | 38% | 1.2 | 95 | 4% | 1.6% | 2% | -1% | 7%
CC(=O)Nc1ccc(S(=O)(=O)NC2(C(F)(F)F)C(=O)NC(C)=C2C#N)cc1 (stereo unspecified) | -0.3% | -0.5% | 1% | 1.5 | 41 | 21% | 1.9% | -2% | -4% | 2%
COc1ccc(C(=O)CCNc2cccc(Cl)c2)cc1 | -0.4% | 1.3%[50 µM] | 9% | 2.7 | 56 | -1% | 1.5% | 3% | 3% | 4%
CNC(=O)C1=C(C)Nc2nc3ccccc3n2C1c1ccc(F)cc1 (stereo unspecified) | 0.1% | 0.4% | 2% | -0.3 | 63 | 14% | 2.7% | 11% | 0% | -1%
Cc1ccc(C(O)c2ccncc2)cc1 (stereo unspecified) | 0.4% | -3.6% | 7% | 0.1 | 51 | 24% | 0.9% | 0% | 2% | 10%
O=C1COc2ccc(S(=O)(=O)N3CCN(c4cccc(Cl)c4)CC3)cc2N1 | -0.2% | 0.6% | 22% | 2.7 | 59 | 3% | -0.7% | 1% | 1% | 4%
CCC(C)(C(=O)NC1CCCCC1)N(CC1CCCO1)C(=O)c1ccccn1 (stereo unspecified) | 0.2% | 0.7% | -2% | 1.0 | 82 | -3% | 0.2% | 2% | -3% | 6% | NS5 inhibitors pilot replicate=-2.9
Nc1ccc2oc(=O)c3ccccc3c2c1 | nt | -0.9% | 32% | 1.5 | 34 | 6% | 20% | 6% | -3% | 9%
COc1ccc(-c2csc3ncnc(N4CCN(c5cccc(OC)c5)CC4)c23)cc1 | 0.7% | 0.0% | 10% | 8.5 | 49 | 5% | ? | -3% | -8% | 11%
Cc1ccc(C(=O)OCC(=O)c2c[nH]c3ccccc23)cc1NC(=O)c1ccco1 | -0.1% | 3.3% | 15% | -0.9 | 52 | 8% | 41% | 6% | 0% | 7%
CN1CCN(C=Nc2nc3ccccc3nc2N2CCCC2)CC1 | 0.2% | -0.4% | -14% | 2.1 | 52 | 2% | 0.6% | 3% | -5% | 2%
CCN1Cc2ccccc2-c2ccccc2S1(=O)=O | nt | 0.1% | nt | 5.0 | 54 | nt | nt | nt | -5% | 5% | NS5 inhibitors pilot replicate=1.8
COc1ccccc1Oc1ccc2c(c1)C(=O)N(c1ccc(O)cc1)C2=O | 0.0% | 0.1% | -2% | -0.7 | 74 | 12% | 1.2% | 0% | 3% | 8%
CCn1cnc2c(NCCc3cccnc3)nc(C#N)nc21 | nt | 1.1% | nt | 0.9 | 49 | nt | 3.5% | nt | -5% | 10%
CCCC(=O)NC(Nc1ccc(S(=O)(=O)Nc2cc(C)on2)cc1)(C(F)(F)F)C(F)(F)F | 0.8% | 1.2% | nt | -0.9 | 54 | 7% | 0.2% | nt | nt | 8%
C=CCc1cc(/C=N/NC(=O)CSc2nnc(CCCc3ccc(OC)cc3)o2)cc(OC)c1O | -0.1% | 0.0% | 1% | -0.4 | 48 | 4% | 0.2% | 4% | 0% | 9%
COCC(=O)Nc1sc2c(c1C(=O)OC)C(C(=O)OC)CC2 (stereo unspecified) | -0.1% | -0.6% | 16% | 0.7 | 76 | -2% | 0.1% | 1% | -3% | 8%
CC1CCCC(NC(=O)COC(=O)c2cccnc2Cl)C1C (stereo unspecified) | nt | 0.5%[50 µM] | nt | -2.8 | 62 | nt | 1.9% | nt | -11% | 6%
CCOc1ccc2nc(NC(=O)Cn3cnc4c3c(=O)n(C)c(=O)n4C)sc2c1 | 0.4% | 0.3% | 0% | -1.0 | 59 | 1% | -0.2% | -9% | -7% | -6%
COC(=O)c1ccc(Nc2ncnc3c2cnn3-c2cccc(C)c2)cc1 | -0.6% | i | 12% | 7.6 | 46 | nt | 1.1% | 4% | -3% | 6%
CCN(c1ccccc1)S(=O)(=O)c1ccc(Cl)c(NC(=O)COC(=O)c2ccc[nH]c2=O)c1 | -0.3% | 2.1%[50 µM] | -23% | 1.7 | 66 | 16% | -0.1% | 0% | 9% | 8%
O=C(CNS(=O)(=O)c1ccc(Br)cc1Cl)OCC(=O)c1ccc[nH]1 | nt | 2.0%[50 µM] | nt | 0.0 | 55 | 8% | -1.6% | nt | -7% | 4%
COCCNC(=O)Cn1nc(C(F)(F)F)cc1C | 0.2% | 0.0% | 0% | -0.3 | 66 | 0% | 0.9% | 1% | -1% | -3%
Cc1cccc(N(CC(=O)N2CCCC2)S(=O)(=O)c2ccccc2)c1C | -0.3% | 0.1% | -9% | -0.3 | 56 | -6% | 1.4% | 0% | -7% | 2%
CC(/C=C/c1ccco1)=N\NC(=O)CNc1ccc2ccccc2c1 | nt | -0.6% | 55% | 4.2 | 46 | 15% | 2.0% | 1% | 15% | -3%
Cc1nnc(SCC(=O)Nc2ccc(Cl)cn2)n1Cc1ccccc1 | 0.5% | 0.0% | -8% | -0.7 | 87 | 4% | 3.8% | 0% | 1% | -4%
CCn1c(SCC(=O)c2ccc(CNC(C)=O)o2)nnc1-c1cccs1 | 0.4% | -0.4% | -19% | -0.2 | 86 | 12% | 1.6% | -4% | 6% | 3%
O=C(Nc1ccncc1)c1ccc(NS(=O)(=O)c2ccc3[nH]c(=O)[nH]c3c2)cc1 | 0.0% | -0.1% | 2% | -0.4 | 52 | 0% | 0.1% | 13% | -5% | 6%
O=C1C2C3C=CC(C2C(=O)N1C1CCCCC1)C1C(=O)N(C2CCCCC2)C(=O)C31 (stereo unspecified) | -0.5% | 3.2% | 2% | -0.7 | 48 | 13% | 4.6% | 6% | -6% | 6%
CCN1CCN(C(=O)C(C)Nc2ccc(OC)cc2OC)CC1 (stereo unspecified) | 0.3% | 0.2% | 2% | 1.2 | 58 | 31% | 0.6% | -2% | 1% | 22%
O=C(Nc1cccc(C(=O)O)c1)/C(=C/c1ccccc1)NC(=O)c1cccc(Br)c1 | nt | -2.0% | nt | -1.0 | 43 | 5% | 1.3% | nt | 9% | 5%
